# Source: PubChem BioAssay (several laboratories)
# PAFAH1B2 FP inh: inhibitors of human PAFAH1B2; P68402; 1.2% of 340,000 active; recombinant PAFAH1B2, FP-rhodamine activity probe, fluorescence polarization; inhibition, % at 3.39 µM; AID 492953;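 active = inhibition above the mean of all tested compounds plus 3 SD, cut at about 24% in these data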;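 also: 0% = enzyme with DMSO and 100% = wells lacking PAFAH1B2; many of its hits are not listed in these tables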
# BCLXL inh: Bcl-xL (human) inhibition; Q07817; GST-Bcl-xL / FITC-Bim BH3 peptide fluorescence polarization; inhibition, % at 10.9 µM; 0.7% of 320,000 active;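 active = inhibition above the mean of all tested compounds plus 3 SD, cutoff set per campaign, cut at about 30% in these data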;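 also: 0% = DMSO wells and 100% = unlabeled Bim-BH3 peptide competitor; inhibitors lower millipolarization by displacing the labeled peptide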
# AHR activator: human AHR activation; P35869; AHR-responsive luciferase reporter cells, luminescence; activation, % at 5 µM; 2.5% of 320,000 active; in the data active = activation above about 47%;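 also: 0% = vehicle wells and 100% = reference agonist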
# Fam108B inh: Fam108B inhibition, counter-screen for RBBP9 inhibitors | inhibition, % at 9.51 µM | AID 1947 | recombinant Fam108B, FP-Rh probe fluorescence polarization | 0.33% of 300,000 active;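 active = inhibition above the screen mean inhibition plus 3 SD, computed separately per campaign, cut at about 18% in these data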;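 also: inhibitors lower polarization as less probe binds the enzyme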
# PME-1 inh: blocks human protein phosphatase methylesterase 1; Q9Y570; recombinant PME-1, FP-Rh probe fluorescence polarization; inhibition, % at 5.9 µM; 0.53% of 320,000 active;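 active = inhibition above the campaign mean of all compounds plus 3 SD, cut at about 26% in these data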;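 also: competitive labeling of PME-1 active site by serine hydrolase directed probe; 0% = PME-1 with DMSO and 100% = wells lacking PME-1 enzyme; inhibitors block probe labeling so polarization falls and inhibition rises; many of its hits are not listed in these tables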
# pPAFAH inh: pPAFAH (human) enzyme inhibition; inhibition, % at 3.39 µM; recombinant pPAFAH, FP-rhodamine probe fluorescence polarization; 1.5% of 330,000 active; Q13093;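 active = inhibition above the mean inhibition across the screen plus 3 SD, cut at about 25% in these data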;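 also: inhibitors block binding of the rhodamine activity-based probe so polarization drops; 0% = enzyme with DMSO and 100% = wells lacking pPAFAH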
# GLD-1 RNA inh: GLD-1-TGE RNA interaction inhibition (C. elegans); purified GLD-1 + fluorescein TGE RNA, fluorescence polarization; inhibition, % at 5.96 µM; 0.44% of 320,000 active;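 active = percent inhibition above a per-plate cutoff, the plate mean of test compounds plus 3 SD, cut at about 30% in these data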;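 also: 0% = DMSO wells with GLD-1 and probe and 100% = wells lacking GLD-1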
# Target sequence (Q17339 whole entry, looked up): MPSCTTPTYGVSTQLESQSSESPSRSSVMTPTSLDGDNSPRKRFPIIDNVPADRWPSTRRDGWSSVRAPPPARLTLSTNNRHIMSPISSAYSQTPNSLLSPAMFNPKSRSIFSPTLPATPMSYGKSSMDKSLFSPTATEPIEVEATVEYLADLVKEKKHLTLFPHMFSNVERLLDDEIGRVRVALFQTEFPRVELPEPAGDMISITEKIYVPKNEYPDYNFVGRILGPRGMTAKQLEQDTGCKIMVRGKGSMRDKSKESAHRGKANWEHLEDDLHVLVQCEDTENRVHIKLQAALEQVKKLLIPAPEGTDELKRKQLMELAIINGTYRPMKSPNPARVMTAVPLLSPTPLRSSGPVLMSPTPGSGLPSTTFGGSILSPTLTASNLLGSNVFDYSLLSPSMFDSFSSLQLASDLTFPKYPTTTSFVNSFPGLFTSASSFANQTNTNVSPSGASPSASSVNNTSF
# MCL1 BIM primary: MCL1-BIM-BH3 interaction inhibition (human). Q07820. GST-MCL1 / FITC-Bim-BH3 fluorescence polarization. inhibition, % at 10.9 µM. 0.68% of 320,000 active;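 active = inhibition above the mean inhibition of all tested compounds plus 3 SD, set per campaign, cut at about 40% in these data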;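 also: 0% = DMSO wells and 100% = unlabeled Bim-BH3 peptide control; higher means more loss of mP so more displacement of Bim peptide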
# MEX-5 binding: C. elegans MEX-5 TCR-2 RNA binding activity | 0.38% of 300,000 active | MEX-5/FITC-TCR2 RNA binding, fluorescence polarization; active compounds read low | Q9XUB2 | activity score (negative = inhibition of binding), % at 10 µM;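 active = inhibition past about -25% in most replicates, and total fluorescence under double the plate's negative control median, limit read from the data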;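 also: 0% = DMSO and -100% = 5 µM competing unlabeled TCR2 RNA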
# Target sequence (Q9XUB2 whole entry, looked up): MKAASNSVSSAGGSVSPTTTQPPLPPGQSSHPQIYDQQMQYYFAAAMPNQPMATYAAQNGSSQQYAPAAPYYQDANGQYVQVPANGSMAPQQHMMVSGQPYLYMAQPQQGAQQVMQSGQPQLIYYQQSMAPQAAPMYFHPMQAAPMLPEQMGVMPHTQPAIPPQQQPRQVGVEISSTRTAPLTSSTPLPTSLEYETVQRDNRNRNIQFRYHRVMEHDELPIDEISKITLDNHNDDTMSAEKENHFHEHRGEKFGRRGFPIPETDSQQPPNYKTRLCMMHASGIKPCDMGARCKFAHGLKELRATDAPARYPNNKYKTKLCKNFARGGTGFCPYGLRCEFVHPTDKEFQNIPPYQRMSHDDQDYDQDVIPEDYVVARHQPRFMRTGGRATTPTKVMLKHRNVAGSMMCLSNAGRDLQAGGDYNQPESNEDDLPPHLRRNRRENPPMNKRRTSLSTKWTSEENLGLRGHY
# An asterisk follows results filed as active; x = no result given; + = active, no number. A portion of the library; rates above refer to the full screens.
SMILES,PAFAH1B2 FP inh,BCLXL inh,AHR activator,Fam108B inh,PME-1 inh,pPAFAH inh,GLD-1 RNA inh,MCL1 BIM primary,MEX-5 binding
COc1cc(C(=O)NCC2CCCCC2)cc(OC)c1OC,2,-11,4,-2,4,2,1,-15,1.4
CCOc1ccc(S(=O)(=O)N2CC(=O)Nc3ccccc32)cc1C#N,0,4,9,-2,-5,-4,0,8,0.5
N#Cc1c(F)cccc1N1CCOCC1,4,0,-3,-5,-5,2,1,0,-0.1
O=C(O)CCC(=O)Nc1ccccc1C(=O)Nc1ccccc1,5,0,0,-2,-2,0,-2,3,-0.6
O=C(CC1Sc2ccccc2NC1=O)OC(C(=O)NCCc1ccccc1)c1cccnc1 (configuration not stated),2,4,5,-2,3,9,-3,1,4.2
CCn1c(SCC(=O)NC(C)C(C)C)nc2cc(S(=O)(=O)N3CCOCC3)ccc21 (configuration not stated),5,0,-1,-2,-1,4,6,7,2.7
CCCc1cc(C(=O)Nc2cc(OC)c(Cl)cc2OC)no1,4,0,62*,0,0,4,5,2,0.7
O=C(CSc1nc2ccsc2c(=O)n1Cc1ccccc1)NCc1ccco1,5,2,2,1,9,4,11,5,0.6
CCCCn1nnc(NC(=O)CC23CC4CC(CC(C4)C2)C3)n1,23,6,1,5,-2,3,0,4,-0.2
COc1cc2c(=O)n(Cc3ccccc3)c(=O)n(CC(=O)NCC3CCCO3)c2cc1OC (configuration not stated),1,7,1,0,1,-3,-5,5,-1.0
Clc1ccc(CSc2nnc([C@@H]3CCCN3)o2)cc1,24*,5,0,-5,0,4,4,15,-0.2
COc1ccc(C(C#N)N2CCC(c3ccccc3)=N2)cc1OC (configuration not stated),-1,4,1,3,0,7,-1,2,2.1
COC(=O)C1=C[C@@H](C(=O)OC)[C@@H]2C3=C(C(=O)[C@]2(C)NC(=O)c2ccccc2)[C@H](C)n2c(=O)n(-c4ccccc4)c(=O)n2[C@@H]3C1,1,3,4,-5,1,6,2,6,-1.6
CC(C)c1ccc(/C=N/NC(=O)c2nnn(-c3nonc3N)c2CN(C)C2CCCCC2)cc1,3,6,1,-2,5,1,-7,2,0.7
CC(=O)Nc1cccc(-c2cnc(N)c(C(=O)c3cccnc3)n2)c1,-7,x,1,x,x,9,11,x,x
NS(=O)(=O)c1ccc(CCNC(=O)Cn2c(=O)c3cccn3c3cccnc32)cc1,-1,7,0,5,5,4,2,9,-4.6
Cc1cc(NC(=O)c2cc([N+](=O)[O-])cc([N+](=O)[O-])c2)no1,x,2,4,1,1,0,-3,-4,0.1
CCOC(=O)C1=C(C)Nc2ncnn2C1c1ccc2c(c1)OCO2 (configuration not stated),2,5,3,1,-3,3,6,5,0.8
COCCn1c(SCC(=O)N2CCCCC2)nc2ccccc2c1=O,4,-2,2,-2,-4,-10,8,-10,-0.7
Cc1ccc(C2(C)NC(=O)N(CC(=O)NNC(=O)c3ccccc3)C2=O)cc1 (configuration not stated),9,-2,1,x,-4,0,-3,-8,x
C/C(=N/NC(=O)c1ccc2nc[nH]c2c1)c1cccs1,5,4,24,-4,2,3,4,8,-2.4
CC1CCN(S(=O)(=O)c2cc(Cl)ccc2Br)CC1,2,2,1,-4,-2,3,-4,-3,0.3
O=C(CCN1C(=O)c2ccccc2C1=O)CN1CCOCC1,0,1,2,2,-3,-5,-1,-1,1.0
CC(/C=C/c1ccc2c(c1)OCO2)=N\NC(=O)c1cccc([N+](=O)[O-])c1,3,4,24,-1,4,7,3,7,-1.1
O=C(O)C1CCC(=O)N(C2CCCCC2)C1c1ccccc1 (configuration not stated),4,5,1,2,3,3,8,5,-1.4
# New compounds follow.
SMILES,PAFAH1B2 FP inh,BCLXL inh,AHR activator,Fam108B inh,PME-1 inh,pPAFAH inh,GLD-1 RNA inh,MCL1 BIM primary,MEX-5 binding
CCOc1ccc(S(=O)(=O)N(C)c2ccc(OCC(=O)NC3=NCCS3)cc2)cc1,-1,-8,3,-4,11,1,-10,6,2.7
Cc1ccc(-c2csc3ncnc(Cl)c23)cc1,2,2,0,-2,2,0,4,0,0.8
O=C(NC(=S)Nc1cc(-c2nc3ccccc3[nH]2)ccc1Cl)c1ccc2c(c1)OCO2,-36,7,84*,-26,-21,-3,2,5,-0.5
Cc1nc2oc3ccc(F)cc3c(=O)c2cc1C(=O)NC(C)(C)C,2,-1,5,5,0,-6,1,0,2.0
O=C(NC1CCSC1=O)C1CCCCC1 (configuration not stated),4,1,-2,3,-1,7,7,-3,-1.1
CCCn1c(N)c(C(=O)COC(=O)CNC(=O)c2ccccc2OCC)c(=O)[nH]c1=O,0,2,-3,x,3,1,1,-5,x
CCOc1ncccc1C(=O)OCc1ccccc1,2,2,1,3,7,3,2,-3,-0.3
O=C1CN(C(=O)N[C@@H](Cc2ccccc2)C(=O)N[C@@H](C(=O)O)c2ccccc2)c2ccccc2N1,3,0,2,-3,-3,4,-1,7,0.2
CC(C)Cc1cc(C(=O)N2CCCC(CO)(Cc3ccc(F)cc3)C2)no1 (configuration not stated),2,-1,3,2,1,3,-11,-1,-1.7
O=C(NCc1ccc2c(c1)CCO2)Nc1ccccc1,5,0,0,-1,-5,3,-4,-2,0.5
COc1ccc(N2CCN(CC(=O)Nc3ncc(C)s3)CC2)cc1,-1,1,-1,-1,-3,4,0,9,5.4
CCN1CCN(c2cc(C)c3cc(NC(=S)N4CCCC4)ccc3n2)CC1,-1,-1,4,6,-8,-2,4,5,0.4
NC(=S)NNC(=O)COc1ccccc1O,2,8,1,-3,-4,-2,5,3,-14
CCOc1ccc(NC(=O)COc2nsnc2N2CCCCC2)cc1,4,2,5,0,6,3,5,2,-0.8
Cc1cccc(OC(=O)c2ccncc2)c1C,0,4,4,-3,8,2,3,7,1.4
CN(CC(=O)NC1CC1)S(=O)(=O)c1ccc(Br)cc1,-1,3,-2,3,2,-4,-4,4,-3.6
Cn1c(=O)c(S(=O)(=O)C(C)(C)C)c(O)c2ccccc21,1,6,11,3,-3,5,4,-3,-0.8
O=C(NCCc1ccccc1)C1CCCN(C(=O)Nc2ccc(F)cc2)C1 (configuration not stated),-4,5,2,2,-3,2,5,8,2.5
CCOc1ccccc1/C=N/NC(=O)c1cc(C(C)C)[nH]n1,2,-2,24,3,-2,4,-1,-4,0.2
CCOC(=O)N1CCN(C(=O)c2ccc(CNS(=O)(=O)c3ccc(OC)cc3)cc2)CC1,-2,-3,0,-4,-4,2,3,-2,-0.5
O=C(CC1CCCCC1)NCCCN1CCOCC1,2,1,0,-2,-6,0,3,-2,-3.6
COc1ccc2c(c1OC)C(=O)N1c3cccc(Cl)c3C(=O)OC21 (configuration not stated),0,2,-1,1,10,4,2,-12,-0.9
N#Cc1nc(-c2cccc3ccccc23)oc1NCCN1CCOCC1,1,1,19,3,8,8,4,4,x
CCOc1ccc(C(=O)NCC(=O)N2CCC3(CC2)NCCc2[nH]cnc23)cc1,1,2,0,-2,-5,5,1,2,0.9
N/C(=N\O)c1ccccc1N1CCCCC1,7,3,3,-10,-2,-8,0,0,0.6

# Just PME-1 inh and GLD-1 RNA inh (4 entries from above):
SMILES	PME-1 inh	GLD-1 RNA inh
COc1ccc(N2CCN(CC(=O)Nc3ncc(C)s3)CC2)cc1	-3	0
CC(C)Cc1cc(C(=O)N2CCCC(CO)(Cc3ccc(F)cc3)C2)no1 (configuration not stated)	1	-11
CCOc1ncccc1C(=O)OCc1ccccc1	7	2
O=C(NCc1ccc2c(c1)CCO2)Nc1ccccc1	-5	-4

# Other entries follow:
SMILES,PAFAH1B2 FP inh,BCLXL inh,AHR activator,Fam108B inh,PME-1 inh,pPAFAH inh,GLD-1 RNA inh,MCL1 BIM primary,MEX-5 binding
CC1(C)CC(NC(=O)C(Cl)(Cl)Cl)CC(C)(C)N1,3,1,-2,-1,-2,6,0,4,-1.6
O=C(NCc1ccc(Cl)cc1)c1noc2c1CCCC2,8,4,-6,-1,2,6,1,2,1.1
CCCCCn1ccc(=N)cc1,3,-11,-4,4,-5,-2,8,-3,-0.3
COc1ccc(NC(=O)CNCc2ccc(Cl)cc2)cc1S(=O)(=O)N1CCOCC1,2,x,0,x,x,1,5,x,x
CCC(C(=O)NCCc1ccco1)n1nc(C)c2c(C)n(-c3ccccc3)nc2c1=O (configuration not stated),-4,4,2,2,-7,5,-8,5,0.2
CCOCC(=O)Nc1ccc(S(=O)(=O)Nc2ncccn2)cc1,4,10,3,0,4,6,-4,-3,1.3
O=C(NCCCc1ccccc1)C(=O)NCC1OCCN1S(=O)(=O)c1cc(F)ccc1F (configuration not stated),14,2,-1,1,0,4,4,4,2.1
COCCN1C(=O)CS/C1=C(/C#N)C(=O)NCc1ccco1,-4,-4,0,-1,-24,-6,-9,-19,1.4
Cc1c(C(=O)Nc2ccc3c(c2)OCO3)sc2nc(-c3ccccc3)cn12,4,3,-16,-1,4,7,1,-9,2.1
CC1=C([N+](=O)[O-])C(c2ccccc2Cl)NC(=O)N1 (configuration not stated),4,8,-1,3,-1,4,1,2,0.2
O=C(COc1ccc([N+](=O)[O-])cc1)NNC(=O)Nc1cccc(F)c1,3,2,10,0,-5,6,-3,3,-0.3
O=C(O)c1ccccc1NS(=O)(=O)c1cccc(NS(=O)(=O)c2cc(Br)ccc2Br)c1,16,x,1,x,x,2,-4,x,x
COc1cc(/C=C(\NC(C)=O)C(=O)O)cc(OC)c1OC,x,2,0,2,4,6,0,0,-1.7
CCCCn1nnnc1NCc1ccc(N(CC)CC)cc1,2,0,11,1,-4,2,3,3,-2.2
S=C(Nc1ccc(N2CCOCC2)cc1)Nc1ccc2nc(-c3ccco3)c(-c3ccco3)nc2c1,3,188*,16,18,51*,43*,129*,+,-1.2
COc1ccc(Cc2nnc(NC(=O)c3cc(OC)c(OC)c(OC)c3)s2)cc1,1,-4,4,-7,-7,5,-2,5,-2.8
Cc1ccc(C(=O)OCC(=O)NC(C)C2CC3CCC2C3)cc1N (configuration not stated),7,x,2,x,x,30*,0,x,x
CCN(CC)S(=O)(=O)c1ccc(C(=O)NCC(c2ccc(OC)cc2)N2CCOCC2)cc1 (configuration not stated),-1,3,1,4,1,2,1,0,0.1
CC(OC(=O)c1cc(=O)[nH]c2ccccc12)C(=O)Nc1ccccc1F (configuration not stated),2,-2,3,2,0,-3,5,-6,-0.2
CCCCn1c(=N)n(CC(=O)O)c2ccccc21,3,5,2,8,1,2,-3,5,0.4
C=CCn1c(=N)n(CC(=O)c2ccc(Cl)cc2)c2ccccc21,2,1,79*,-3,15,8,6,-2,-0.2
CCOc1cccc(C(=O)Nc2cnn(Cc3ccccc3)c2)c1,6,5,48*,-1,-2,2,-3,-4,-1.1
CC(=O)C1=C(C)NC(SCc2ccc(C#N)cc2)=C(C#N)C1c1ccco1 (configuration not stated),1,0,-1,-1,-1,12,7,-6,x
Cc1ccc(-c2noc(C3CCCN(C(=O)c4ccccc4Br)C3)n2)o1 (configuration not stated),16,9,5,-3,2,8,5,1,4.1
Cc1ccc(C(=O)NC(Cc2c[nH]c3ccccc23)C(=O)O)cc1 (configuration not stated),8,4,7,-3,-4,1,2,2,-0.2
Nc1ccc(C(=O)Nc2ccc(OC(F)(F)C(F)F)c(NC(=O)c3ccc(N)cc3)c2)cc1,5,5,18,4,5,10,2,2,-0.5
COC(C(=O)Nc1ccnn1C1CCN(Cc2cccc(C)n2)CC1)c1ccccc1 (configuration not stated),1,2,1,-1,5,4,6,-3,-2.4
O=C(CN(Cc1ccco1)C(=O)c1ccccc1F)Nc1ccccc1C(F)(F)F,1,0,3,x,-6,0,7,-1,x
